esBAF inh – blocks esBAF chromatin remodeling in mouse ES cells; Bmi1-luciferase knock-in reporter, 24 h; 100% = twice the neutral-well signal; reporter increase, % at 12.5 µM; 350,000 tested, 2% active; AID 602393; in the data active means activation above about 40%; inconclusive means no clear call, values can overlap the other calls;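 further: 0% = median of the plate's neutral control wells and 100% = double that signal; a rise in the Bmi1 reporter signal indicates esBAF inhibition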
S100A4 inh HTS – inhibitors of human S100A4 binding to myosin IIA peptide. inhibition, % at 10.7 µM. P26447. AID 652163. 360,000 tested, 0.14% active. S100A4/TAMRA-MyoIIA peptide fluorescence polarization;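 active means mean inhibition of at least 70% across replicates, with every replicate also reaching that level; inconclusive means mean inhibition reaches 70% but some replicates fall short; inactive means mean inhibition below 70%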
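Test system: S100A4 monomer protein; Medium: HEPES pH 7.2 with CaCl2, KCl, NaCl, DTT, Triton; Probe or stimulus: TAMRA-labelled myosin IIA heavy-chain peptide probe, 5 nM; Doses: one dose per compound; Times: polarization read 5 min after assay mix addition, stable 5–60 min; Benchmarks: neutral control DMSO, positive control TFP.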
ERp5 inh – inhibitors of human ERp5; Q15084; ERp5 insulin aggregation, absorbance 650 nm, 90 min; inhibition, % at 9.99 µM; 350,000 tested, 0.05% active; AID 651711;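 active means mean replicate inhibition above about 25%, with every replicate also reaching it, limit read from the data, passing the limit was not always enough; inconclusive means only one of those two criteria met; inactive means neither criterion met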
Target sequence (Q15084 whole entry, looked up): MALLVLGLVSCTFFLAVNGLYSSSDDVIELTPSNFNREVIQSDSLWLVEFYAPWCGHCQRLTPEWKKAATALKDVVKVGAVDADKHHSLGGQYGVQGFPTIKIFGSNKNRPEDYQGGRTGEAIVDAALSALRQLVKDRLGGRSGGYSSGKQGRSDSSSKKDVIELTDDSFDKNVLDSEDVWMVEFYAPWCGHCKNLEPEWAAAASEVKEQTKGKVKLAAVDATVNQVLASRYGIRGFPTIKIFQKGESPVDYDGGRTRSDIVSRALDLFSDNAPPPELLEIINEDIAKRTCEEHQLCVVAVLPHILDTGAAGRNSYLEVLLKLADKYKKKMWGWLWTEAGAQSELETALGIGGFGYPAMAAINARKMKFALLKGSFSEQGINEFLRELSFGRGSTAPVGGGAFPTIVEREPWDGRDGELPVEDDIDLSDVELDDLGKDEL
E-selectin induc – induces E-selectin expression in human endothelial cells; HUVEC E-selectin immunofluorescence imaging; normalized: neutral wells 0, TNF-alpha wells 100; activation, % at 7.58 µM; 260,000 tested, 0.37% active; AID 686992;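 active means mean E-selectin-positive cell signal at least 10% of the positive control, reached in at least 60% of replicates, without over 20% cell loss; inconclusive means no rule given, readout overlaps actives, possibly toxicity-flagged; inactive means the rest, including those meeting only one limit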;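 further: in these data hits start at about 27%; measured in HUVEC primary endothelial cells; signal is the percent of cells scored E-selectin positive by PE staining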
Target sequence (P16581 whole entry, looked up): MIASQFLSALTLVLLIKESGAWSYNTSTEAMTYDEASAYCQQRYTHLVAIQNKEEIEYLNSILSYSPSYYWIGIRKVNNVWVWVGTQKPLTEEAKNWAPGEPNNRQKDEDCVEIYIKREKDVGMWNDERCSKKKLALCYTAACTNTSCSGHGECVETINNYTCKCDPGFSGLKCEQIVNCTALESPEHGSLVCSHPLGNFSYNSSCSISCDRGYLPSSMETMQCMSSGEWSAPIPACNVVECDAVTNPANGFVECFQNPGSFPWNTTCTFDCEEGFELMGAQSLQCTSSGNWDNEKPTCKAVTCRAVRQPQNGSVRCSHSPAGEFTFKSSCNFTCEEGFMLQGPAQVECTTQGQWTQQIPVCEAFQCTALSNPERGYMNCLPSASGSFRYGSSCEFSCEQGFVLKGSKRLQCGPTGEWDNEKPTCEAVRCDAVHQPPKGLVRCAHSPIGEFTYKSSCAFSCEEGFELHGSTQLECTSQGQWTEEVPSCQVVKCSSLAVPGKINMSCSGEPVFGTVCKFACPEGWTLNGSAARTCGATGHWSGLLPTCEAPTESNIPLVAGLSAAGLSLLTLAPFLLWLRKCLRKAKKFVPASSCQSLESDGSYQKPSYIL
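Read-out: % PE-positive cells | Test system: HUVEC | Doses: One compound dose added by pin transfer | Buffer or medium: EGM-2 over gelatin coat | Signal: Immunofluorescence imaging | Benchmarks: TNF-alpha, DMSO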
XiGFP reactiv – activators of X-chromosome reactivation in mouse fibroblasts. XiGFP mouse fibroblasts, % GFP-positive cells imaging, 3 d; cells co-treated with 5-aza-dC sensitizer; scaled so ellipticine positive control = 100%. activation, % at 7.58 µM. 360,000 tested, 0.055% active. AID 743238;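 active means mean normalized replicate activation at least 10% and every replicate at or above 10%; inconclusive means only one of the two criteria met; inactive means mean below 10% and not all replicates reach 10%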;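 further: 0% = median of on-plate neutral control wells and 100% = ellipticine 6 µM median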
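Assay system – SV40-immortalized XiGFP fibroblast cells, line 68-5-11 · Buffer or medium – DMEM supplemented with 5-aza-dC as sensitizing agent · Dosing – one concentration, pinned · Benchmarks – positive control ellipticine, 6 µM final · Times – 3 days compound exposure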
RAD52 anneal inh – blocks human RAD52 DNA annealing; 360,000 tested, 0.46% active; inhibition, % at 18.7 µM; recombinant RAD52 DNA annealing, FRET fluorescence; P43351;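 active means every replicate showing at least 50% inhibition; inconclusive means mean inhibition at least 50% but not in every replicate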
ERAP1 inh – blocks human ERAP1 aminopeptidase activity. inhibition, % at 10.7 µM. Q9NZ08. recombinant ERAP1, Leu-AMC fluorescence, 60 min. 340,000 tested, 0.15% active. AID 652197;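 active means mean replicate inhibition of at least 30%, or all replicates individually reaching that 30% level; inactive means mean below 30% and not every replicate reaching it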;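 further: 0% = neutral control wells and 100% = L-leucinethiol positive control wells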
RAD54 branch – blocks human RAD54 Holliday junction branch migration. Q92698. FAM/BHQ fluorescence. inhibition, % at 10.4 µM. 360,000 tested, 0.14% active;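 active means mean normalized replicate activity at least 40 and at least half of replicates scoring 40 or more; inconclusive means only one of the two criteria met; inactive means mean below 40 and under half of replicates reaching 40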;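 further: 0% = median of neutral control wells and 100% = median of positive control wells; inhibitors cause a drop in the FAM fluorescence signal; in these data hits start at about 50%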
* = called active by the depositor; ? = inconclusive; / = not tested or not shown. Compounds as they come. About 2.5% of those tested had a hit in this group.

SMILES | esBAF inh | S100A4 inh HTS | ERp5 inh | E-selectin induc | XiGFP reactiv | RAD52 anneal inh | ERAP1 inh | RAD54 branch
COc1ccc(CCNC(=O)c2ccc(NC(=O)CC3SC(N4CCCC4)=NC3=O)cc2)cc1 (configuration not stated) | 4 | 0 | 0 | 0.3 | 0.5 | -8 | 0 | 2
CN(C)C1(CN=Cc2cc(Cl)cc([N+](=O)[O-])c2O)CCCCC1 | -5 | 3 | -1 | 0.0 | 0.1 | -29 | 5 | -15
CCCCn1c(N)c(N(CC(C)C)C(=O)c2ccc(S(=O)(=O)N3CCCCCC3)cc2)c(=O)[nH]c1=O | -5 | -4 | -3 | 0.0 | -0.1 | -1 | 0 | 5
Cc1nn(-c2ccccc2)c(C)c1/C=N/N1CCN(c2ccccc2)CC1 | -1 | 0 | -11 | / | / | -12 | 3 | 2
Cc1ccc(/C=N/N=C2/NC(=O)C(CC(=O)Nc3ccccc3)S2)o1 (configuration not stated) | -1 | -2 | -7 | 0.1 | 0.0 | -15 | 2 | -10
CCCCNC(=O)c1nn2cc(Br)cnc2c1Br | / | -8 | -12 | / | 0.0 | -13 | 0 | /
COc1ccc(-c2nc(N)ncc2-c2ccccc2)c(O)c1 | / | -1 | 1 | / | 0.0 | 6 | 2 | /
CCN(C(=S)NC(=O)C1CCCC1)C1CCCCC1 | / | -5 | -6 | / | 0.3 | -2 | 6 | /
O=C(COC(=O)CCc1nc2ccccc2c(=O)[nH]1)Nc1ccc(N2CCOCC2)cc1 | 0 | -4 | -1 | 3.9 | 2.5 | -20 | 3 | -4
COc1cccc(CNC(=O)COC(=O)CN2C(=O)NC3(CCCCC3C)C2=O)c1 (configuration not stated) | -2 | -7 | 0 | -0.5 | 0.1 | -10 | -1 | -2
COC(C/C=C\[C@H](O)COCc1ccccc1)OC | / | 13 | 6 | 0.1 | 0.4 | 16 | 1 | 0
CCCN1C[C@H](C)[C@H](OC)CN(C)C(=O)c2ccc(NC(=O)c3cccc(F)c3)cc2OC[C@H]1C | 2 | -1 | -6 | 0.0 | 0.1 | 6 | 5 | 2
Cc1nn(Cc2ccc(Cl)cc2)c(Cl)c1/C=N/NC(=O)c1cccnc1 | / | -3 | 6 | / | 0.1 | -22 | -3 | /
COc1ccc(CCNC(=O)CNS(=O)(=O)c2ccc(F)c(Cl)c2)cc1OC | 2 | 2 | 2 | / | 0.3 | -17 | 0 | 11
c1ccc2c(c1)ccc1nnc(SCc3ccc4c(c3)OCCO4)n12 | 26 | -4 | 0 | -1.0 | 0.2 | -15 | 5 | 2

Continued; the last two above are carried over.
SMILES | esBAF inh | S100A4 inh HTS | ERp5 inh | E-selectin induc | XiGFP reactiv | RAD52 anneal inh | ERAP1 inh | RAD54 branch
COc1ccc(CCNC(=O)CNS(=O)(=O)c2ccc(F)c(Cl)c2)cc1OC | 2 | 2 | 2 | / | 0.3 | -17 | 0 | 11
c1ccc2c(c1)ccc1nnc(SCc3ccc4c(c3)OCCO4)n12 | 26 | -4 | 0 | -1.0 | 0.2 | -15 | 5 | 2
CC(=O)Nc1cccc(C(=O)OCN2C(=O)c3ccccc3C2=O)c1 | -4 | -4 | -1 | / | 0.1 | -14 | -1 | 16
CCOC(=O)N1CCN(C(=O)CN2C(=O)NC(c3ccccc3)(c3ccccc3)C2=O)CC1 | 0 | 0 | 6 | 2.2 | 0.2 | -13 | 1 | 9
CN1C(=O)c2cc(NC(=O)C3CCCC3)ccc2OC[C@@H]2O[C@H](CC(=O)NCC(F)(F)F)CC[C@@H]21 | 2 | -2 | -7 | 0.1 | 0.1 | -16 | -2 | -3
O=C(O)c1ccc2c(c1)N(Cc1ccc(F)cc1)C(=O)c1ccccc1S2 | 5 | -2 | -1 | / | 0.0 | -10 | 3 | -4
C[C@@H]1CN([C@H](C)CO)C(=O)c2cc(NS(=O)(=O)c3ccc(Cl)cc3)ccc2O[C@@H](C)CCCCO[C@@H]1CN(C)Cc1ccncc1 | -4 | 0 | 0 | 0.8 | 0.0 | -62 | 0 | -1
COc1ccc(CNC(=O)COC(=O)c2ccc(F)c(S(=O)(=O)N3CCOCC3)c2)cc1 | / | -2 | 10 | 0.0 | 0.1 | -11 | -2 | /
CCOC(=O)CSc1n[nH]c(NS(=O)(=O)c2ccccc2C(F)(F)F)n1 | 6 | 0 | 2 | / | 0.0 | -2 | 4 | -1
O=C(CC1C(=O)NCCN1Cc1ccccc1F)NC1CCCCCC1 (configuration not stated) | -5 | 2 | -5 | -0.5 | -0.1 | -19 | 4 | -2
Cc1ccc2oc(C(=O)Nc3ccc(S(=O)(=O)Nc4onc(C)c4C)cc3)c(C)c2c1 | 59* | 9 | -10 | -0.1 | 0.0 | -5 | 1 | -12
Fc1ccc(-c2ccc(Nc3cccc(F)c3)nn2)cc1 | 52* | -1 | 1 | 1.5 | 0.2 | 4 | -1 | -5
CC[C@]12c3[nH]c4ccc(Cl)cc4c3CCN1C(=O)[C@@H](CC(=O)NC(C)(C)C)C[C@@H]2C(=O)N1CCN(C(=O)c2ccco2)CC1 | -3 | 12 | 5 | -0.1 | 0.0 | 5 | -9 | 1
N#C/C(=C\c1ccc(F)cc1)c1nc(-c2ccco2)cs1 | 79* | 6 | ? | 8.9 | 0.2 | -27 | 8 | /
CCN(CC)S(=O)(=O)c1ccc2oc(C(=O)NC3CC3)c(C)c2c1 | -1 | -3 | 3 | -0.1 | 0.7 | -7 | 1 | -2
COCCN(CCNC(=O)c1ccc(NC2=NC3CS(=O)(=O)CC3S2)cc1)Cc1ccco1 (configuration not stated) | 1 | -2 | 4 | -0.2 | 0.1 | -5 | 9 | -9
COCC(=O)N1C[C@H](C)[C@H](OC)CN(C)C(=O)c2cc(NC(=O)c3ccc(F)cc3)ccc2OC[C@@H]1C | -6 | -2 | -1 | 0.0 | 0.1 | -5 | 0 | -1
CCOC(=O)N1CCC(Nc2ncnc3c2cnn3-c2ccc(C)cc2C)CC1 | -1 | -4 | -6 | 2.4 | 0.1 | 24 | / | 4
CCOC(=O)/C=C1/SCC(=O)N1Cc1ccc(Br)cc1 | -5 | -3 | -3 | -0.2 | 0.1 | -13 | 2 | -2
C[C@H]1CN([C@@H](C)CO)S(=O)(=O)c2ccc(C3=CCCCC3)cc2O[C@@H]1CN(C)C(=O)Cc1ccccc1 | 4 | -8 | 8 | 0.9 | -0.8 | 17 | 0 | -7
N#C[C@H]1[C@H](c2ccccc2)[C@H](CO)N1C(=O)c1ccccc1F | -1 | 1 | -2 | 0.1 | 0.0 | -11 | 0 | 4
CCCCC(CC)Cn1c(N)c(C#N)c2nc3ccccc3nc21 (configuration not stated) | -11 | -9 | 7 | / | / | -71 | 6 | 1
CCCC(C)Sc1nc2c([nH]1)c(=S)n(C)c(=O)n2C (configuration not stated) | -3 | -2 | 2 | / | 0.8 | -3 | 4 | -3
O=S(=O)(NC1CC1)c1ccc(Cl)cc1F | -8 | -3 | 8 | 0.1 | 0.6 | 3 | 1 | -2
CCCN1[C@@H]2Cn3c(ccc(C4=CCCC4)c3=O)[C@H]1[C@@H](C(=O)N(C)C)[C@@H]2CO | 3 | -5 | -3 | -0.4 | 0.4 | -17 | 1 | 3
NNC(=O)c1cc(O)c(O)c(O)c1 | 3 | -9 | 11 | / | 0.4 | 25 | 13 | 7
CCCCn1nnnc1C1(C)CCC(=O)N1CC1CCCCC1 (configuration not stated) | / | -3 | -1 | 0.0 | 0.0 | -21 | / | /
C=CCC(NCc1ccccc1)c1ccco1 (configuration not stated) | 1 | -2 | 8 | / | / | -11 | 1 | 1
COCc1cccc(-c2csc(C(N)c3ccc(F)c(F)c3)n2)c1 (configuration not stated) | 10 | -4 | 2 | 0.0 | 0.0 | -38 | -1 | -2
CCS(=O)(=O)C1C(=O)N(C)C(S(=O)(=O)CC)C(=O)N1C (configuration not stated) | / | -1 | -4 | 0.0 | 0.1 | -4 | 1 | /
Nn1c(SCC(=O)NCCN2C(=O)CSC2=O)nnc1-c1ccc(OC(F)F)cc1 | 3 | 1 | 4 | / | 0.1 | -8 | -6 | 11
COc1ccc(N2C(=NC(=O)CCCc3ccccc3)SC3CS(=O)(=O)CC32)cc1 (configuration not stated) | 0 | 32 | -5 | / | 0.1 | -16 | -1 | -2
COCCNC(=O)[C@H]1[C@H](CO)[C@H]2Cn3c(ccc(-c4ccccc4)c3=O)[C@@H]1N2C(=O)NC(C)C | 2 | -20 | 7 | -1.7 | 0.5 | -5 | -1 | -11
Cc1ccc(C(=O)Oc2ccc(/C=C3\C(=N)N4N=C(N5CCOCC5)SC4=NC3=O)cc2)cc1 | 28 | -11 | -6 | -0.5 | -0.1 | -4 | 4 | 3
COc1ccc(C(=O)C2CCCN(S(=O)(=O)c3ccccc3F)C2)c(C)c1 (configuration not stated) | -3 | 0 | 4 | -0.1 | 0.0 | -4 | 1 | 7
O=C(C[C@H]1C=C[C@H](NC(=O)C2CC2)[C@H](CO)O1)NCCCN1CCOCC1 | 0 | 4 | -6 | 6.3 | 0.8 | -2 | 0 | -1
CN1C(=O)c2cc(NC(=O)Nc3ccc(Cl)cc3)ccc2OC[C@@H]2O[C@@H](CC(=O)O)CC[C@@H]21 | 3 | 4 | -3 | 0.2 | 0.1 | 0 | -1 | -11
CC(=O)NCCCc1nc2ccccc2n1Cc1c(F)cccc1Cl | -1 | -2 | -5 | 4.4 | -0.1 | -4 | 0 | 0
CC(CCc1ccc(O)cc1)NC(c1ccccc1)c1ccc(Cl)cc1 (configuration not stated) | -18 | -3 | 2 | / | 0.2 | 5 | -1 | -12
O=C(NCCc1cccnc1)C1CCC(=O)N(CCc2cccc(F)c2)C1 (configuration not stated) | -4 | -1 | -8 | -0.1 | 0.0 | -11 | -9 | 0
N#C/C(=C\c1ccccc1)C(=O)N1CCC(C(N)=O)CC1 | -4 | 4 | -1 | / | 0.1 | -1 | 5 | /
Cc1ccc(NC(=O)C2CCN(S(=O)(=O)c3ccc4c(c3)OCCCO4)CC2)nc1 | 1 | 2 | -4 | / | 0.2 | -1 | 1 | -1
Cc1ccc(S(=O)(=O)NCC[C@@H]2CC[C@@H](NC(=O)c3cccnc3)[C@@H](CO)O2)cc1 | 5 | -1 | 1 | 0.1 | 0.5 | -14 | -3 | -8
CC(C)(C)c1cnnn1-c1ccc([N+](=O)[O-])cc1 | / | 0 | 0 | / | 0.3 | -14 | -2 | /
COc1ccc2c(c1)O/C(=C\c1ccccc1O)C2=O | / | -14 | 3 | / | 0.0 | -11 | / | 9
COc1cccc(COC(=O)C2CCN(S(=O)(=O)c3ccc(C)cc3)CC2)c1OC | / | -1 | 1 | / | 0.3 | -16 | 2 | -2
Cc1cc(C(=O)Nc2ccc3ccccc3c2)c(C)o1 | 1 | -5 | 1 | / | 0.2 | -18 | 4 | -4

Screening data deposited in PubChem by Broad Institute.
